LMPTP block: LMPTP phosphatase inhibitors, primary screen, biochemical, fluorescence intensity, uHTS; Low molecular weight phosphotyrosine protein phosphatase (Homo sapiens), P24666; recombinant LMPTP-A, OMFP fluorogenic substrate; inhibition, % at 20 µM; 360,000 compounds, 0.22% hits;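 active means compounds that cut the enzyme signal by at least half of the control window in the single-dose screen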;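 further: plate controls were DMSO wells with enzyme plus substrate for no effect and substrate without enzyme for full effect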
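Test system: LMPTP-A, protein tyrosine phosphatase of low molecular weight; Input: 0.625 nM enzyme; Incubation: 50 min dark incubation at room temperature; Signal: endpoint fluorescence intensity from OMFP dephosphorylation; Read-out basis: % inhibition versus control wells.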
NadD inh: inhibitors of S. aureus NadD, primary screen, biochemical, colorimetric, uHTS; purified NadD enzyme, colorimetric absorbance read-out; AID 602399, 2012; Nicotinate-nucleotide adenylyltransferase NadD (Staphylococcus aureus N315); 360,000 compounds, 0.78% hits; inhibition, % at 20 µM; in the data active means inhibition above about 26%; further: some compounds past the cut are filed as inactive
STEP block: STEP phosphatase inhibitors, primary screen, biochemical, fluorescence intensity, uHTS | AID 588621, 2011 | inhibition, % at 20 µM | recombinant STEP, OMFP fluorogenic substrate | Tyrosine-protein phosphatase non-receptor type 5 (Homo sapiens), P54829 | 360,000 compounds, 0.25% hits;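 active means inhibition at 20 µM, scaled per plate between control wells, above about 37%, limit read from the data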;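 further: 0% = DMSO with enzyme and substrate and 100% = substrate only without enzyme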
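System: STEP phosphatase, cell-free reaction; Buffer or medium: Bis-Tris pH 6.0 buffer with DTT, detergent; Incubation: 20 min at room temperature, dark; Measured by: fluorescence, 480/540 nm.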
Rin1-Abl PPI inh: inhibitors of Rin1-Abl protein binding, primary screen, biochemical, TR-FRET | Tyrosine-protein kinase ABL1 (Homo sapiens) + Ras and Rab interactor 1 (Homo sapiens), … | inhibition, % at 7.35 µM | 360,000 compounds, 0.4% hits | AID 588664, 2011; in the data active means inhibition above about 5%, passing the limit was not always enough
Scp1 inh: Scp-1 phosphatase inhibitors, primary screen, biochemical, colorimetric, uHTS; inhibition, % at 20 µM; Carboxy-terminal domain RNA polymerase II polypeptide A small phosphatase 1 (Homo …; 340,000 compounds, 0.88% hits; Recombinant Scp1, phosphopeptide, malachite green phosphate absorbance;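 active means inhibition above about 50% at 20 µM, limit read from the data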;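 further: plate controls were DMSO wells with enzyme for no effect and wells lacking enzyme for full effect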
Target sequence (Q9GZU7 76-261 limits assumed): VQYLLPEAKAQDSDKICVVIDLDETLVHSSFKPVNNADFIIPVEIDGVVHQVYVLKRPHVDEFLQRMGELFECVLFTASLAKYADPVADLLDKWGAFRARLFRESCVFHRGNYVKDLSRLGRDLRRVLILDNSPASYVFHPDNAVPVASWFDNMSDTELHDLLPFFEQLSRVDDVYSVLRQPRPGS
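Test system: SCP-1 phosphatase catalytic domain, residues 76-261 | Compound dosing: One concentration, 20 µM, with 1.0% DMSO | Schedule: 45 min room-temperature reaction, 5 min colour, 30 min stabiliser | Detection: Absorbance at 630 nm | Read-out basis: % inhibition of SCP-1 phosphate liberation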
DNMT1 block: human DNMT1 methyltransferase inhibitors, primary screen, biochemical, molecular beacon, fluorescence, HinP1I cleavage, uHTS; DNA (cytosine-5)-methyltransferase 1 (Homo sapiens), P26358; 360,000 compounds, 0.83% hits; inhibition (reported as % activation of signal), % at 10 µM; AID 588458, 2011; in the data active means inhibition above about 50%
Neddylation inh: inhibitors of cullin neddylation, primary screen, biochemical, TR-FRET, uHTS, NAE and Ubc12; NEDD8-conjugating enzyme Ubc12 (Homo sapiens) + NEDD8-activating enzyme E1 regulatory …; calls only at 25 µM; 360,000 compounds, 0.58% hits; AID 651699, 2012; in the data active means inhibition above about 36%
Target sequence (P61081 whole entry, looked up): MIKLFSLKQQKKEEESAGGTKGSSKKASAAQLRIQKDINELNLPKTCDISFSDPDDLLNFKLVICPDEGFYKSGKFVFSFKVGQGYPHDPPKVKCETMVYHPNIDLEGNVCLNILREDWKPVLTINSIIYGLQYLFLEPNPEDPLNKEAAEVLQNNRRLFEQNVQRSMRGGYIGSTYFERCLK
Target sequence (Q13564 whole entry, looked up): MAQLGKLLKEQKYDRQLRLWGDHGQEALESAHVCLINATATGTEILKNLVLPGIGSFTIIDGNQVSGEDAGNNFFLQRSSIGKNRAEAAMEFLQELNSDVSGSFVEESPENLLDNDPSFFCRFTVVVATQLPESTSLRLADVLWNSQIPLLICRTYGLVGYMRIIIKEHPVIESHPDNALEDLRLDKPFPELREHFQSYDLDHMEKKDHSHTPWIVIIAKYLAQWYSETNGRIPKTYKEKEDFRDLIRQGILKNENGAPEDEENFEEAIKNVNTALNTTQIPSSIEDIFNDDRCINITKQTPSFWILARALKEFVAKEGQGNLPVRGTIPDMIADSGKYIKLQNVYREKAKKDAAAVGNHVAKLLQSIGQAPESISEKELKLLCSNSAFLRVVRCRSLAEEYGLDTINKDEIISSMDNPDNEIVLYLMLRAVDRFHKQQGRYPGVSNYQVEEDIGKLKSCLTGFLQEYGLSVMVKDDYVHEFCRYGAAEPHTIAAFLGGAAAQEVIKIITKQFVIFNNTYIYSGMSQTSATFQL
Rpn11 inh: Rpn11 (PSMD14) deubiquitinase inhibitors, primary screen, biochemical, fluorescence polarization, uHTS | 360,000 compounds, 0.59% hits | AID 588493, 2011 | 26S proteasome non-ATPase regulatory subunit 14 (Homo sapiens), O00487 | human 26S proteasome, Ub4-pepOG fluorescence polarization; 20S core pre-blocked with epoxomicin | calls only at 20 µM;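 active means inhibition at 20 µM, scaled to each plate's controls, above about 33%, limit read from the data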
CSN inh: inhibitors of CSN-mediated cullin deneddylation, primary screen, biochemical, fluorescence polarization, uHTS; Purified CSN, SCF-Nedd8-OG deneddylation; inhibition, % at 12.5 µM; 360,000 compounds, 0.38% hits;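 active means pattern-corrected inhibition above about 35%, with an unprinted fluorescence ratio check between 0.5 and 1.5, limit read from the data, passing the limit was not always enough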;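 further: 0% = enzyme with substrate and 100% = substrate without enzyme; some results filed as inactive read as strong as hits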
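Schedule: reaction 90 min, room temperature / Assay system: HEK293T-derived human Csn5 enzyme / Input: Csn5 at 0.24 nM final / Measure: inhibition of Csn5 cleavage, % / Control set: substrate-only high control, full reaction low control / Technique: fluorescence polarization of the substrate / Buffer or medium: Tris/NaCl/DTT buffer, pH 7.5 / Reagent: SCFSkp2-Nedd8OG substrate at 10 nM final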
SUMO1-SIM PPI: modulators of SUMO1 protein-protein interactions, primary screen, biochemical, uHTS. Small ubiquitin-related modifier 1 (Homo sapiens), P63165. SUMO1 binding to a labelled peptide, TR-FRET, 1 h. inhibition, % at 20 µM. 360,000 compounds, 0.33% hits; in the data active means inhibition above about 37%
Target sequence (P63165 whole entry, looked up): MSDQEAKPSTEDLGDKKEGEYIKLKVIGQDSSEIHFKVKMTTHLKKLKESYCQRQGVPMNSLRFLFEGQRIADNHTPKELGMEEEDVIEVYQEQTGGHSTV
An asterisk follows results filed as active; i = inactive; · = no result given; + = active, no number. Not a hit list. Share with any hit: about 3.8%.

SMILES	LMPTP block	NadD inh	STEP block	Rin1-Abl PPI inh	Scp1 inh	DNMT1 block	Neddylation inh	Rpn11 inh	CSN inh	SUMO1-SIM PPI
CC(C)CN1CCN(Cc2cccn2-c2ccccn2)CC1CCO (stereo not given)	-2.2	-7	-2	-2	-9	-3	i	i	1	1
O=C(NCCN1C(=O)S/C(=C\c2ccccc2F)C1=O)C1=COCCO1	2.5	5	11	-2	5	3	i	i	-2	-28
O=C(COC(=O)c1cccnc1)Nc1ccccc1	-1.2	-4	1	3	0	-1	i	i	2	-1
COc1ccc(-c2nn(-c3ccccc3)cc2CO)cc1OC	-1.0	-2	-2	1	-4	-2	+	i	-4	17
Fc1ccc(-c2[nH]ncc2-c2nnnn2-c2ccccc2)c(F)c1	-0.4	-5	-4	3	-4	5	i	i	4	4
COc1ccc(C(=O)NCC(c2cccs2)N2CCc3ccccc32)c(OC)c1 (stereo not given)	6.7	0	1	1	-2	-2	i	i	1	-7
COc1ccc(/C=N/NC(=O)CNC(=O)c2ccc3c(c2)OCCO3)c(C(=O)O)c1OC	-0.1	-4	-4	1	-5	-2	i	i	1	-7
Cc1ccc(N2C(=O)NC(NC(=O)C(C)(C)C)(C(F)(F)F)C2=O)cc1C (stereo not given)	-1.5	-11	-4	-1	-5	9	i	i	-15	2
CC(C)(C)OC(=O)N1CCCC1C(=O)N1CCc2ccccc21 (stereo not given)	-2.0	-1	-3	0	-1	0	i	i	-4	-1
CCc1ccccc1N(C(=O)c1snc(C(N)=O)c1N)C(C(=O)NCC1CCCO1)c1ccc(OC)c(OC)c1 (stereo not given)	1.1	5	0	3	-5	0	·	i	-1	-5
O=C(N/N=C/c1ccco1)c1cc(-c2cccs2)[nH]n1	-0.3	0	0	1	-3	1	i	i	1	-4
O=C(Nc1nc(N2C(=O)c3ccccc3C2=O)n(-c2ccccc2)n1)c1ccc(Cl)cc1	-1.9	5	1	-2	-10	2	i	i	3	3
CSc1cccc(NC(=O)C2CCCN(c3ncnc4c3nc3n4CCCCC3)C2)c1 (stereo not given)	1.4	2	0	-1	1	-4	i	i	1	3
Cc1ncc([N+](=O)[O-])n1CC(=O)NC(C)(C)C	-0.8	2	-6	4	1	7	i	i	0	-7
Cc1c(CC(=O)NCCCCCC(=O)O)c(=O)oc2cc3occ(-c4ccccc4)c3cc12	0.3	5	-1	-1	-2	0	i	i	6	8
CCCCc1ccc(NC(=O)CN(C)CC(=O)Nc2ccccc2Cl)cc1	3.5	-1	0	2	-4	3	i	i	-9	8
Cc1ccc(Nc2nc(N3CCOCC3)nc(N3CCOCC3)n2)cc1	-0.2	2	-6	3	4	-2	i	i	-8	2
Cc1ccc(C2N(c3cccc(Cl)c3)C(=O)C3CCCN32)o1 (stereo not given)	-0.4	4	-3	-4	-13	-4	i	i	0	3
COc1cc(NC(=S)NC(=O)c2ccco2)ccc1NC(=O)C(C)C	-0.8	-4	5	-2	-5	0	i	i	-5	2
O=C(NCC1CCCO1)c1cccc(S(=O)(=O)N2CCOCC2)c1 (stereo not given)	-0.7	-4	0	2	-5	1	i	i	-2	-1

Single records, as listed above. Order of values: LMPTP block, NadD inh, STEP block, Rin1-Abl PPI inh, Scp1 inh, DNMT1 block, Neddylation inh, Rpn11 inh, CSN inh, SUMO1-SIM PPI
COc1ccc(/C=N/NC(=O)CNC(=O)c2ccc3c(c2)OCCO3)c(C(=O)O)c1OC is entered as -0.1, -4, -4, 1, -5, -2, i, i, 1, -7
CC(C)CN1CCN(Cc2cccn2-c2ccccn2)CC1CCO (stereo not given) is entered as -2.2, -7, -2, -2, -9, -3, i, i, 1, 1

The list continues.
SMILES	LMPTP block	NadD inh	STEP block	Rin1-Abl PPI inh	Scp1 inh	DNMT1 block	Neddylation inh	Rpn11 inh	CSN inh	SUMO1-SIM PPI
CN(C)C(=N)c1n[nH]nc1SCc1ccc(Cl)c(Cl)c1	-2.9	-13	-3	3	-9	-3	i	i	-2	1
Cc1cccc(/C=N/NC(=O)c2cccc(Cl)c2)n1	-1.4	-7	0	1	-15	0	i	i	1	-7
Cc1ccc(S(=O)(=O)C(C#N)c2nc3ccccc3nc2N2CC(C)OC(C)C2)cc1C (stereo not given)	0.3	13	-2	0	79*	-9	·	i	-2	-9
CCc1cccc(NC(=O)CCc2nc(-c3cccs3)no2)c1	0.7	-5	0	1	-19	-4	i	i	7	6
CCOC(=O)N1CCN(C(=O)C2c3cc(OC)c(OC)cc3C(=O)N3CCc4ccccc4C23)CC1 (stereo not given)	-0.4	-4	0	0	-4	4	i	i	7	-2
COc1ccc(S(=O)(=O)Nc2ccncc2)c(C)c1C	-0.6	-2	0	2	-7	-6	i	i	3	2
Cc1cc(C)n2nc(C(=O)OCC(=O)Nc3ccc4c(c3)OCCO4)nc2n1	-1.5	-4	3	3	3	0	i	i	0	-5
COc1ccc(CCNc2cc(N3CCN(C(=O)c4ccccc4OC)CC3)ccc2[N+](=O)[O-])cc1OC	7.0	-7	2	-1	-19	-3	i	i	-2	-19
CCCc1cc(=O)oc2cc(OCc3ccc(C(=O)O)cc3)ccc12	-1.4	-11	1	4	0	5	i	i	-4	3
COCCN1C(=O)C(=O)/C(=C(/O)c2ccc(S(=O)(=O)N3CCOCC3)cc2)C1c1cccc(OC)c1 (stereo not given)	2.0	2	-2	2	-4	4	i	i	3	-11
CCc1cc(CNC(=O)C2CCC(=O)N(CCc3cccc(F)c3)C2)on1 (stereo not given)	-0.9	-1	0	0	1	0	i	i	-2	2
O=C(O)c1cnn2c(C(F)F)cc(C(F)F)nc12	-1.4	4	-1	-3	-3	1	i	i	2	-14
CCCCCC(=O)N1C[C@H](n2cc(C3CC3)nn2)[C@@H](O)C[C@@H]1c1ccc(C)cc1	-1.0	0	1	-3	·	1	i	i	0	4
CCc1ccccc1N(C(=O)CNC(=O)c1ccco1)C(C(=O)NC1CCCC1)c1cccnc1 (stereo not given)	-1.6	-6	-3	-1	-1	-1	i	i	1	5
COc1cc(C2=NOC(C(=O)N3CCN(c4ccc(F)cc4)CC3)C2)cc(OC)c1OC (stereo not given)	1.2	2	-2	1	0	0	i	i	-2	-2
CC(=C\c1ccccc1)/C=C1/SC(=S)N(C(C(=O)O)C(C)C)C1=O (stereo not given)	1.6	4	1	-1	-4	15	i	i	5	-9
c1ccc(-c2noc(C3CCCCC3)n2)nc1	-1.1	2	-4	2	0	0	i	i	2	-1
Cc1ccc(-c2nnn(CC(=O)N(c3ccc4c(c3)OCCO4)C(C(=O)NCC3CCCO3)c3ccc(F)cc3)n2)o1 (stereo not given)	-0.4	-3	0	2	1	1	i	i	-8	0
COc1ccc(C=C2c3ccccc3C(=O)c3ccccc32)c(OC)c1	4.4	1	-1	-3	·	1	i	i	-5	-24
CN(CC(=O)Nc1ccccc1Cl)C(=O)COC(=O)c1ccc(Cl)nc1	-0.3	10	0	-2	8	6	i	i	-4	8
Cc1ccc(S(=O)(=O)N2CCOCC2)cc1NC(=O)COC(=O)COc1cccc2c1OC(C)(C)C2	-0.8	-5	1	4	-7	2	i	i	3	-1
CN1CCN(c2nc3nonc3nc2N2CCN(C)CC2)CC1	-5.5	-4	-1	-1	-6	2	i	i	-8	-12
COc1cccc(C(O)c2nc(-c3ccccc3)cs2)c1 (stereo not given)	-0.5	-2	0	-3	·	0	i	i	1	1
COc1cccc(C2CC(c3ccccc3Cl)n3ncnc3N2)c1 (stereo not given)	1.1	7	-3	-8	-3	1	i	i	-2	-1
O=C(Nc1cccc(OCC(=O)N2CCOCC2)c1)c1ccc(C(F)(F)F)cc1	-1.4	-3	-2	1	-3	2	i	i	-1	5
Cc1[nH]n(-c2ccccc2)c(=O)c1/C=N/c1nn[nH]n1	0.2	1	-3	2	-3	-4	i	i	-1	4
Cn1cc(/C=C/c2nc3ccccc3c(=O)n2-c2cccc([N+](=O)[O-])c2)c2ccccc21	2.7	24	0	-3	7	7	i	i	-5	-2
CCN(CC)Cc1ccc(NC(=O)c2sc3cc(Cl)ccc3c2Cl)cc1	0.2	-1	0	-4	-5	15	i	i	4	-51
COC(=O)C(CCC(=O)CN1C(=O)c2ccccc2C1=O)N1C(=O)c2ccccc2C1=O (stereo not given)	-0.9	0	-1	0	·	0	i	i	1	-12
COc1cccc(-c2noc(CCC(=O)Nc3cccnc3)n2)c1	-0.8	5	0	-1	0	0	i	i	-3	3
C[C@H]1CN([C@@H](C)CO)C(=O)CCCn2nncc2CO[C@@H]1CN(C)Cc1ccc(Cl)c(Cl)c1	-2.0	-3	0	-2	·	4	i	i	2	7
COC(=O)NC(=S)Nc1ccc(Oc2ccc(Cl)cc2)c(Cl)c1	1.7	-7	0	-3	-6	-4	i	i	-1	1
CCc1ccc(N(CC(=O)NCc2ccc3c(c2)OCO3)C(=O)c2csnn2)cc1	-0.9	-1	0	4	4	1	i	i	-1	-1
CC(=O)Nc1ccc(S(=O)(=O)Nc2nccc(C)n2)cc1	-0.7	-1	2	-1	6	1	i	i	0	1
Cc1cccc(OCC(=O)Nc2ccncc2)c1C	-1.9	-3	-3	1	53*	2	i	i	0	-2
COc1ccc(S(=O)(=O)N2CCCCCC2)cc1C(=O)Nc1ccc(C(=O)N(C)C)cc1	-0.1	-3	0	38*	-4	0	i	i	-3	5

Given as labelled records: entries from further up
Cc1ccc(S(=O)(=O)N2CCOCC2)cc1NC(=O)COC(=O)COc1cccc2c1OC(C)(C)C2
  LMPTP block: -0.8
  NadD inh: -5
  STEP block: 1
  Rin1-Abl PPI inh: 4
  Scp1 inh: -7
  DNMT1 block: 2
  Neddylation inh: i
  Rpn11 inh: i
  CSN inh: 3
  SUMO1-SIM PPI: -1

CN1CCN(c2nc3nonc3nc2N2CCN(C)CC2)CC1
  LMPTP block: -5.5
  NadD inh: -4
  STEP block: -1
  Rin1-Abl PPI inh: -1
  Scp1 inh: -6
  DNMT1 block: 2
  Neddylation inh: i
  Rpn11 inh: i
  CSN inh: -8
  SUMO1-SIM PPI: -12

COc1cccc(C(O)c2nc(-c3ccccc3)cs2)c1 (stereo not given)
  LMPTP block: -0.5
  NadD inh: -2
  STEP block: 0
  Rin1-Abl PPI inh: -3
  Scp1 inh: ·
  DNMT1 block: 0
  Neddylation inh: i
  Rpn11 inh: i
  CSN inh: 1
  SUMO1-SIM PPI: 1
